Screens (PubChem BioAssay)
TGFb SMAD3 inh – blocks TGF-b signaling; actives 1.2% (n = 410,000); Potency, µM (top dose mostly 46.1 µM), inactives show top-dose activity, negative = inhibition, actives largely listed as inhibitors; HepG2 CAGA-GFP TGF-b/SMAD3 reporter, GFP fluorescence, 18 h; TGF-beta stimulated, 500 pg/mL final; AID 588855; note: potency is the fitted concentration of half-maximal effect; % is set by controls: 0 for no effect and ±100 for the full control effect; nearly all actives have a fitted effect of over 65% in size
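Inhibition of TGF-beta-driven CAGA-GFP reporter expression in HEPG2 cells is measured by cellular GFP fluorescence after 18 h stimulation with 500 pg/mL recombinant TGF-beta in 1% FBS medium at 37 degrees C.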
EPAC2 antag – antagonists of human EPAC2. Potency, µM (titrated, usually from 114 µM), without a hit: at the highest dose activity, negative = inhibition, actives largely listed as inhibitors. EPAC2 GEF exchange of Rap1B-BODIPY-GDP, fluorescence. AID 720708. Q8WZA2. actives 0.18% (n = 360,000); note: potency is the fitted concentration of half-maximal effect; % is set by controls: 0 for no effect and ±100 for the full control effect; nearly all actives have a fitted effect of over 45% in size; many of its hits are not listed in these tables
Target sequence (Q8WZA2 whole entry, looked up): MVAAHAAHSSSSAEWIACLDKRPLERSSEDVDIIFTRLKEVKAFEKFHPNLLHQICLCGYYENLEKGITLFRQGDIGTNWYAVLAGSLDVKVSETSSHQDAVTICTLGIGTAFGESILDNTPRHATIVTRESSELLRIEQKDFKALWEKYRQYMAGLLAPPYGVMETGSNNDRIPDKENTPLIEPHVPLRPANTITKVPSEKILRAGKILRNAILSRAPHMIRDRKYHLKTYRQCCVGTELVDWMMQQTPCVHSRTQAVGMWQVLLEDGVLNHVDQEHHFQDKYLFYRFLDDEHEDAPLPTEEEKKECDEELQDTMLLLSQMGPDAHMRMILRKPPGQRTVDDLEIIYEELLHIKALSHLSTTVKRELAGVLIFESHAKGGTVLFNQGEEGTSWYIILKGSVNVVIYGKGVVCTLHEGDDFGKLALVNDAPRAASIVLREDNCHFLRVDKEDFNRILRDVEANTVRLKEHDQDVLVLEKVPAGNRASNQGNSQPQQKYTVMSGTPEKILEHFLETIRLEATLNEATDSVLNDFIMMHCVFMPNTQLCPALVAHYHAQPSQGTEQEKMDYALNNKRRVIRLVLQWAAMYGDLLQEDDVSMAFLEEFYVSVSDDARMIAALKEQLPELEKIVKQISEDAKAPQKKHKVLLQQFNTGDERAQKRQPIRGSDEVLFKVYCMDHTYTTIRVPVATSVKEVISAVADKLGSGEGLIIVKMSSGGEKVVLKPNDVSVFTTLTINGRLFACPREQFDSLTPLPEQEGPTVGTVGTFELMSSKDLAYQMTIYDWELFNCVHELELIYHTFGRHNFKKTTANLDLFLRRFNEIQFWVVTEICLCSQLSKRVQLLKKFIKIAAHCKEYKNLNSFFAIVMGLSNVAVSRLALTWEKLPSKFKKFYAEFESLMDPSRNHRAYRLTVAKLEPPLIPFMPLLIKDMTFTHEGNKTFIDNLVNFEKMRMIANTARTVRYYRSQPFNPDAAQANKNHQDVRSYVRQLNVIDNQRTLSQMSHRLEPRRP
Akt phos inh – inhibitors of Akt phosphorylation; Neuro2A IGF-stimulated pAkt S473 HTRF, 20 min; active compounds read low; actives 0.32% (n = 360,000); activity change, % for hits at 50 µM; in the data active = activity change below about -80%; inconclusive = mostly about -51% to -80%; note: % is set by controls: 0 for no effect and ±100 for the full control effect
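Neuro2A cells (4,500/well, DMEM with 0.5% FBS) were treated with compound at a single 50 µM final concentration, stimulated with 6 nM IGF for 20 min at 37 °C, and lysed. Phospho-Akt Ser473 was read by HTRF as 665/615 ratio ×10^4.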
CCT modulator – changes cytosolic chaperonin activity | purified chaperonin ATPase assay, HTRF ADP detection, 30 min | activity change, % (concentration not given with the values), hits read low | actives 0.3% (n = 360,000); in the data active = activity change below about -30%; note: % is set by controls: 0 for no effect and ±100 for the full control effect
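ATPase activity: ADP formed was measured by HTRF Transcreener (665/615 nm ratio) after 30 min at 37 deg C with 10 uM ATP. Compounds screened at one 76 uM concentration against 40 or 20 nM TRiC in Tris pH 7.4/KCl/MgCl2/DTT buffer.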
A549 viability – kills or reduces viability of A549 cells in Nrf2 counter-screen; Potency, µM (top dose mostly 46 µM), for inactives: at the highest dose activity change, negative = cytotoxicity, actives largely listed as inhibitors; AID 504648; A549 ARE-Fluc cells, CellTiter-Fluor viability, 18-24 h; actives 0.16% (n = 390,000); note: potency is the fitted concentration of half-maximal effect; % is set by controls: 0 for no effect and ±100 for the full control effect
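A549 ARE_Fluc cells in 5% FBS OPTI-MEM were exposed to compounds in concentration-response for 18-24 h at 37 deg C. Viability was read by CellTiter-Fluor fluorescence (Ex 405/Em 525) after 30 min, before the luciferase read.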
Nrf2 activator – activates Nrf2 signaling; actives 0.31% (n = 410,000); Potency, µM (titrated, usually from 46.1 µM), inactives show top-dose activation, most hits filed as activators; AREc32 ARE-luciferase reporter (MCF7-derived line), luminescence, 24 h; AID 624171; note: potency is the fitted concentration of half-maximal effect; % of control where 0% means no effect; nearly all actives have a fitted effect of over 65% in size
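Cells of the AREc32 ARE-luciferase line are plated in OPTI-MEM containing 5% FBS and left overnight at 37 deg C. Compounds are pinned in, incubation continues 24 hr, and firefly luciferase signal is then measured.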
Nrf2 block – Nrf2 pathway inhibition | A549 ARE-Fluc reporter, luciferase luminescence, 18-24 h | Potency, µM (series often up to 46 µM), inactives show at the highest dose activity change, negative = inhibition, usual class: inhibitors | actives 2.1% (n = 360,000); note: potency is the fitted concentration of half-maximal effect; % is set by controls: 0 for no effect and ±100 for the full control effect; nearly all actives have a fitted effect of over 60% in size
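Concentration-response testing used A549 ARE_Fluc cells at 5000 cells/well. Following an 18-24 h compound incubation, viability was read by fluorescence (Ex 405/Em 525) and luciferase output by luminescence.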
MmCpn inh – blocks the Methanococcus maripaludis chaperonin Mm-Cpn. actives 0.031% (n = 330,000). Potency, µM (highest dose often 76.9 µM), for inactives: at the highest dose activity, negative = inhibition, usual class: inhibitors. AID 504842. purified Mm-Cpn ATPase, ADP Transcreener TR-FRET; note: potency is the fitted concentration of half-maximal effect; % is set by controls: 0 for no effect and ±100 for the full control effect; nearly all actives have a fitted effect of over 80% in size
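Quantitative HTS used 25 nM Mm-CPN and 10 uM ATP in magnesium/KCl Tris buffer, pH 7.4, with 1 mM DTT. Hydrolysis ran 30 min at 37°C; ADP was read by HTRF.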
EPAC2 agonist – agonists of human EPAC2 (RAPGEF4); Q8WZA2; EPAC2 activation, biochemical qHTS; response scale: 100% = 6.5 mM cAMP response; Potency, µM (top dose mostly 154 µM), for inactives: at the top dose activation, hits mostly activators; actives 0.079% (n = 360,000); AID 720711; note: potency is the fitted concentration of half-maximal effect; nearly all actives have a fitted effect of over 50% in size
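Guanine nucleotide exchange by EPAC2 is measured as reduced fluorescence of BODIPY-GDP once it is released from 250 nM Rap1B. Plates are read kinetically for 30 min at room temperature; results are scaled to 6.5 mM cAMP.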
* hit, by the source's call; i = inactive; ? = inconclusive; · = not tested or not shown; [ ] = remark or other dose. Unless noted, calls come from the whole dose curve; as a rule, active = well fitted curve in the direction sought with a large enough effect; inconclusive = small, poorly fitted or top-dose-only effect, or another doubt; inactive = no such curve, though single readings can be large; an effect the other way counts as inactive or inconclusive. Not all compounds are listed; count on the stated rates, not on these rows.

SMILES	TGFb SMAD3 inh	EPAC2 antag	Akt phos inh	CCT modulator	A549 viability	Nrf2 activator	Nrf2 block	MmCpn inh	EPAC2 agonist
CCCCCCCc1nn2c(=O)cc(O)nc2s1	5.8%	6.1%	i	-1.0	-12.7%	-0.8%	-2.4%	-1.6%	-2.4%
CCCCCn1c(=NC(C)=O)c(C#N)cc2c(=O)n3ccccc3nc21	10.7%	-2.3%	i	-3.1	?	-1.2%	-2.3%	0.3%	4.5%
CCc1ccc(S(=O)(=O)NCC2(N3CCOCC3)CCCCC2)cc1	-5.5%	2.8%	i	-2.1	-2.8%	-0.4%	-3.9%	0.2%	2.1%
COc1ccc(OC)c(/C=N/NC(=O)c2[nH]ncc2Br)c1	-0.6%	8.0%	i	0.6	-2.2%	2.8%	2.7%	-5.1%	2.0%
CCN(CC)CCNC(=O)Cn1c(C)cc2ccccc2c1=O	-3.2%	-0.7%	i	-0.6	19.0%	-0.6%	-12.8%	-2.4%	8.4%
Cc1cccnc1NC(=O)c1ccc(S(=O)(=O)N2CCCCCC2)cc1	-12.1%	2.6%	i	-0.4	2.5%	0.1%	14.3%	1.6%	9.9%
COc1cc(/C=N/NC(=O)C(Cc2c[nH]c3ccccc23)NC(=O)OCC(C)C)cc([N+](=O)[O-])c1OCc1ccccc1 (centres undefined)	-19.1%	-0.9%	i	-1.3	7.3%	1.6%	2.5%	-0.1%	6.2%
O=C1CC(c2ccccc2)CC2=C1C(c1ccccn1)Nc1ccccc1N2 (centres undefined)	-14.9%	-3.8%	i	-1.2	-0.1%	0.4%	-9.3%	0.3%	10.6%
O=C(CN1CCc2ccccc2C1)NC1CCCC1	-3.5%	-0.4%[57.1 µM]	i	1.5	15.0%	2.3%	8.9%	-1.5%	9.0%
O=C(O)c1cccc(Nc2ncnc3c2cnn3-c2ccccc2)c1	11.0%	19.5%[57.1 µM]	i	-2.6	-3.3%	-0.2%	?	-0.3%	-8.9%
Cc1ccc(NC(=O)Cn2c(=O)c3ccccc3n3nncc23)cc1	0.4%	·	·	·	6.2%	0.4%	-1.2%	·	·
NS(=O)(=O)c1ccc(-c2ccc(/C=N/NC(=O)c3ccccc3O)o2)cc1	-3.8%	0.7%	i	0.2	-7.1%	-0.1%	-5.4%	-1.3%	-0.7%
CC(=O)Nc1ccccc1OCC(=O)N(Cc1ccccc1)C(C)C	?	-9.7%	i	-3.8	0.8%	3.3%	?	0.9%	3.6%
Cc1ccc(C2(C)NC(=O)N(CC(=O)NCc3cccc(Cl)c3)C2=O)cc1 (centres undefined)	?	10.7%	i	-1.5	4.5%	-0.4%	2.7%	1.6%	0.7%
CCn1c(C)c(C)c2cc(C(=O)NCCCN3CCCC3)ccc21	15.5%	1.3%	i	2.7	1.6%	0.0%	4.6%	-1.3%	-1.1%
CNc1c([N+](=O)[O-])cnn1-c1ccccc1F	1.3%	4.2%	i	0.2	1.3%	0.8%	6.3%	1.0%	-2.1%
CC(=O)Nc1cc2c(cc1[N+](=O)[O-])-c1ccc(F)cc1C2	-7.0%	11.7%	i	0.8	-12.0%	14.1%	29.6%	·	-1.8%
CCN(CC)S(=O)(=O)c1ccc(C)c(NC(=O)COC(=O)CN2C(=O)NC(C)(C)C2=O)c1	?	7.2%	i	-1.4	-6.4%	0.0%	2.8%	0.2%	12.1%
CCOC(=O)c1ccccc1NC(=O)Cn1c(=O)n(CCCC(=O)NCc2ccc3c(c2)OCO3)c(=O)c2ccccc21	-11.5%	·	·	·	0.9%	-1.3%	14.9%	·	·
Fc1ccc2cnc(-c3cccnc3)cc2c1	-19.4%	2.8%	i	0.3	-5.0%	20.8%	?	-2.2%	3.1%
C/C(=N/NC(=O)CN1CCN(Cc2ccccc2Cl)CC1)c1cccs1	-13.8%	-0.5%	i	-1.3	7.1%	4.3%	4.1%	-0.3%	5.0%
Cc1ccc(CN2CC(N3CCN(CCO)CC3)CS2(=O)=O)cc1 (centres undefined)	1.1%	13.1%	i	1.1	·	-1.4%	·	·	-0.8%
Cc1ccc(C)n1-c1nn(S(=O)(=O)c2cccc(C(F)(F)F)c2)c2cccc(F)c12	-4.6%	?	i	-4.8	8.4%	-0.2%	-10.6%	-0.9%	1.1%
COc1ccc([C@H]2CC(=O)C[C@@H](CCn3cccn3)O2)cc1	·	-1.9%	i	-1.2	·	-0.2%	·	·	3.0%
CCOC(=O)N1CCN(C(=O)CN(Cc2ccccc2)S(=O)(=O)c2ccc(OC)c(Cl)c2)CC1	-1.4%	0.5%	i	0.0	4.8%	2.2%	?	0.0%	4.5%
CCOc1cc(-c2noc(CCC(=O)NC3CCCCC3)n2)ccc1OC	-0.5%	21.4%	i	0.6	7.0%	0.0%	-20.7%	0.4%	4.4%
O=C(Nc1cccnc1)c1ccc(Br)s1	-9.2%	-2.3%	·	-2.3	1.5%	0.3%	·	-0.2%	-2.7%
CC(=O)Nc1ccc(S(=O)(=O)NCCC(=O)OCCN2C(=O)c3ccccc3C2=O)cc1	5.4%	-2.1%	i	-0.9	4.6%	-0.3%	·	-1.0%	-0.3%
CC1CCCC(C)N1CCOc1cc(N)ccc1C#N (centres undefined)	-6.7%	3.6%	i	-2.7	0.3%	-0.7%	-5.0%	·	6.0%
Cc1ccc(C(=O)OCC(=O)Nc2ccc(N3CCOCC3)cc2)cc1	?	0.6%	i	-0.6	-8.9%	-0.8%	-3.0%	-0.4%	-9.1%
C=C1C(=O)O[C@@H]2[C@H]3O[C@]3(C)CC/C=C(\C)CC[C@@H]12	12.6µM*	7.9%	i	-2.8	-12.4%	?	-8.6%	·	-10.1%
O=C(Nc1ccc(NC(=O)c2cccs2)cc1)c1ccccc1	4.0%	19.4%	i	2.0	-0.1%	0.2%	4.5%	2.4%	7.9%
COc1ccc(CCNC(=O)CSC2=Nc3ccccc3C3=NC(C(C)C)C(=O)N23)cc1OC (centres undefined)	0.0%	2.2%	i	-7.9	-15.6%	-0.2%	-1.9%	-0.7%	2.0%
CC(=O)N1N=C(c2cccc(NS(C)(=O)=O)c2)CC1c1ccc2c(c1)OCO2 (centres undefined)	-13.3%	?	i	-1.4	1.0%	3.2%	7.2%	2.5%	20.3%
O=C1O[C@@H](c2ccccc2)C[C@@H](O)[C@H](O)CCCc2ccccc21	·	-3.1%	i	1.8	·	-0.2%	·	·	7.8%
CCOc1cc(CNCCc2ccc(S(N)(=O)=O)cc2)ccc1OCc1ccccc1	39.4%[activator]	0.9%	·	-0.9	?	3.5%	·	-1.1%	-1.6%
Cc1cccc(C)c1NC1=C(Cl)C(=O)OC1OC(C)C (centres undefined)	7.9%	-2.8%	i	-0.2	0.0%	-1.1%	?	1.8%	-3.7%
COc1ccc(C(=O)NCc2nnc(SCCOc3ccccc3)n2C)cc1	-1.4%	-3.1%	i	-1.5	1.7%	0.6%	5.9%	2.1%	-1.2%
COc1ccc(NC(=O)Nc2cccc3c2O[C@H](CN(C)S(=O)(=O)c2cn(C)cn2)[C@@H](C)CN([C@H](C)CO)C3=O)cc1	-15.2%	8.4%	i	-1.1	-2.7%	-1.2%	-15.2%	-4.2%	-8.6%
COc1cccc(C(=O)N2CCN(Cc3ccccn3)CC2)c1OC	-4.5%	4.9%	i	-0.9	-1.6%	-0.5%	13.2%	-2.5%	-9.4%

Structures from the list above containing a cyano group, in the order listed:
SMILES	TGFb SMAD3 inh	EPAC2 antag	Akt phos inh	CCT modulator	A549 viability	Nrf2 activator	Nrf2 block	MmCpn inh	EPAC2 agonist
CCCCCn1c(=NC(C)=O)c(C#N)cc2c(=O)n3ccccc3nc21	10.7%	-2.3%	i	-3.1	?	-1.2%	-2.3%	0.3%	4.5%
CC1CCCC(C)N1CCOc1cc(N)ccc1C#N (centres undefined)	-6.7%	3.6%	i	-2.7	0.3%	-0.7%	-5.0%	·	6.0%

Other records follow.
SMILES	TGFb SMAD3 inh	EPAC2 antag	Akt phos inh	CCT modulator	A549 viability	Nrf2 activator	Nrf2 block	MmCpn inh	EPAC2 agonist
Cc1nn(-c2ccc(N3CCCCC3)nn2)c(C)c1CCC(=O)NCc1ccc(OC(C)C)cc1	-6.9%	·	·	·	-0.9%	-1.1%	-8.0%	·	·
CC1CC(=O)N(c2ccc(NCc3ccccc3Cl)c([N+](=O)[O-])c2)C1=O (centres undefined)	-0.5%	1.6%	i	-1.7	-10.1%	-0.2%	-9.4%	0.9%	-14.1%
O=C(Nc1ccc(F)cc1)C1CCN(C(=O)c2ccc([N+](=O)[O-])cc2)CC1	0.6%	-2.2%	i	1.5	19.1%	3.5%	8.6%	-0.7%	-9.5%
COc1ccc(NS(=O)(=O)c2ccc3c(c2)NC(=O)C(C)S3)cc1 (centres undefined)	-0.3%	-9.2%	i	4.1	-11.5%	0.2%	?	1.3%	10.4%
O=C(c1cnn2c(C(F)F)cc(-c3ccccc3)nc12)N1CCc2ccccc21	-1.3%	2.1%	i	1.0	-0.4%	4.1%	9.6%	-2.5%	-1.8%
CCC(C)(NC(=O)c1ccc(=O)[nH]c1)C(=O)NC1CCCC1 (centres undefined)	-2.8%	-1.7%	i	-1.1	-1.5%	-1.8%	-2.1%	0.4%	13.8%
CC1Cc2ccccc2N1C(=O)CSc1nc2cc3c(cc2cc1C#N)OCO3 (centres undefined)	5.8%	-1.7%	i	-1.0	-10.1%	-0.5%	1.7%	-3.1%	7.2%
OCC[C@H]1C[C@@H](O)[C@H](O)[C@@]2(Cc3ccccc3O2)O1	4.0%	2.7%	i	-2.3	-0.3%	0.4%	-2.7%	0.0%	2.1%
CCCCCOC(=O)CSc1ncnc2sc3c(c12)CCC(C)C3 (centres undefined)	1.3%	·	·	·	-1.0%	0.3%	3.1%	·	·
CN(C(=O)CSc1nc(N)cc(=O)[nH]1)C1CCCCC1	-6.1%	-5.3%	i	-0.9	·	-0.7%	·	·	5.9%
